Rab9 prom act: activators of Rab9 promoter | Huh7 Rab9 promoter-luciferase reporter, luminescence, 24 h | Potency, µM (top dose mostly 9.22 µM), for the others: at the highest dose activation, negative = inhibition, hits mostly activators | 2.8% of 320,000 active; note: % of control where 0% means no effect; nearly all actives have a fitted effect of over 60% in size
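Cells were plated at 1500 per well in reduced-serum medium with 10% FBS and left 2 h. Compound in DMSO was then added for 24 h at 37 °C. Reporter signal was read by luminescence after 10 min with luciferase detection reagent.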
uPA surface inh: cell surface uPA generation inhibition; Potency, µM (doses to about 38.3 µM), for the others: at the top dose activity change, negative = inhibition, hits mostly inhibitors; 0.31% of 330,000 active; cell surface uPA generation assay, qHTS; active = well fitted inhibition curve with a large enough effect; inconclusive = small, poorly fitted or top-dose-only effect; inactive = no such curve, though single readings can be large or run the other way; tested in mouse RAW 264.7 cells; note: % is set by controls: 0 for no effect and ±100 for the full control effect; nearly all actives have a fitted effect of over 55% in size
RORgamma inh: inhibitors of mouse ROR gamma transcriptional activity; AID 2551; P51450; Drosophila S2 Gal4-RORgamma UAS-luciferase reporter, 20 h; Potency, µM (highest dose often 53.6 µM), without a hit: at the top dose activity change, negative = inhibition, usual class: inhibitors; 5.4% of 310,000 active; note: % is set by controls: 0 for no effect and ±100 for the full control effect; nearly all actives have a fitted effect of over 60% in size
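Stable Schneider cell line, Gal4 DNA-binding domain fused to ROR gamma, UAS-luciferase. Cmpd 1 hr RT → CuSO4 700 uM final → 20 hr RT → luciferase reagent 10 min → luminescence.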
FLuc counter: inhibits or activates purified firefly luciferase, miR-21 counter-screen | AID 588342 | P08659 | 6.9% of 360,000 active | Potency, µM (doses to about 57.5 µM), inactives show at the top dose activity change, negative = inhibition, most hits filed as inhibitors | purified FLuc, Km substrates, luminescence inhibition;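 note: plate controls were vehicle for no effect and reference inhibitor for full effect; nearly all actives have a fitted effect of over 55% in size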
Target sequence (P08659 whole entry, looked up): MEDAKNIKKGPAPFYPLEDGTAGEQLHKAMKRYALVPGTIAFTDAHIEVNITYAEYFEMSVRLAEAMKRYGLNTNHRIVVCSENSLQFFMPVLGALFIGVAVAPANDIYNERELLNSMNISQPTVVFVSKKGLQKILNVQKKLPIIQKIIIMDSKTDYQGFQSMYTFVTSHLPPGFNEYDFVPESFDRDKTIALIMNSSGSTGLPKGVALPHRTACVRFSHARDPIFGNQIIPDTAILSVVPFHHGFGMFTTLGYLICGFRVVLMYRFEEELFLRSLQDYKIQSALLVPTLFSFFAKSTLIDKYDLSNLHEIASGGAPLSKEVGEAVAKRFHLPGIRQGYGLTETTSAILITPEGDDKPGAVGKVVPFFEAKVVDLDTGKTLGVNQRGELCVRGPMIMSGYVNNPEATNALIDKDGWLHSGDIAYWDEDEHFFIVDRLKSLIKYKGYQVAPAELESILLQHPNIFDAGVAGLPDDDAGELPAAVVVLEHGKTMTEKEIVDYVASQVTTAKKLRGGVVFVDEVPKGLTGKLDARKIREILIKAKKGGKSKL
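Purified P. pyralis luciferase, 10 nM final, with Km-level 10 uM D-luciferin and 10 uM ATP in 50 mM Tris acetate pH 7.5, 10 mM Mg acetate, 0.01% Tween-20, 0.05% BSA; 6-point qHTS titration about 60 µM downward; luminescence read.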
VP16 counter: Gal4-VP16 reporter inhibition counter-screen; 3.5% of 310,000 active; Drosophila S2 Gal4-VP16 UAS-luciferase, luminescence, 20 h; Potency, µM (highest dose often 53.6 µM), for inactives: top-dose activity, negative = inhibition, actives largely listed as inhibitors;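 note: Gal4-VP16 expression switched on by copper sulfate through the metallothionein promoter; % is set by controls: 0 for no effect and ±100 for the full control effect; nearly all actives have a fitted effect of over 50% in size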
ELG1 genotox: induces genotoxicity in HEK293T cells with luciferase-tagged ELG1; Potency, µM (doses to about 46 µM), for the others: at the top dose activity change, positive = activation, actives largely listed as activators; HEK293T ELG1-luciferase reporter, luminescence, 16 h; AID 504466; 1.3% of 330,000 active; note: % of control where 0% means no effect; nearly all actives have a fitted effect of over 60% in size
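Luminescence read-out: rising ELG1-luciferase signal, reflecting elevated ELG1 protein under genetic stress, flags genotoxic compounds. Cells were treated for 16 hr at 37 °C before ONE-Glo detection.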
p53 reactivator: re-activators of mutant p53 | H1299 p53-A138V BP100-luciferase reporter, luminescence, 24 h | Potency, µM (highest dose often 92.2 µM), for the others: at the top dose activity change, positive = activation, actives largely listed as activators | 0.063% of 320,000 active; note: % of control where 0% means no effect; nearly all actives have a fitted effect of over 45% in size
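H1299 (p53-null), stable ts p53-A138V + BP100-Luc; 1000 cells/well, Opti-MEM/10% FBS; cpd 4 pt, 1:5; 24 h, 37 deg C, 5% CO2; detection reagent 10 min RT; luminescence.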
BRCA1 expr up: increases BRCA1 expression; MCF7-BRCA1-FFLuc reporter, luminescence, 48 h; response scale: scaled: vehicle 0%, 10 µM genistein 100%; Potency, µM (doses to about 46.1 µM), for inactives: at the highest dose activation, most hits filed as activators; 1.1% of 380,000 active; AID 624202; note: nearly all actives have a fitted effect of over 80% in size; some results filed as inactive show a strong effect at the top dose
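MCF7-BRCA1-FFLuc, 2000 cells/well; 2 h attach, 37 °C/5% CO2; compound 48 h; luciferase substrate 15 min; luminescence end-point. Norm. to genistein 10 microM max activation and DMSO; concentration-response curves fitted.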
MBNL1 CUG block: blocks human MBNL1 binding to CUG repeat RNA; TR-FRET MBNL1-His/biotin-(CUG)12 binding, 665/545 ratio; Potency, µM (doses to about 57.5 µM), for inactives: at the top dose activity change, negative = inhibition, actives largely listed as inhibitors; 0.036% of 280,000 active; active = well fitted inhibition curve with a large enough effect in the signal ratio, with a control signal flat, not every such curve was filed as active; inconclusive = small, poorly fitted or top-dose-only effect, or effect the other way, or a change in a side signal; inactive = no such curve, though single readings can be large or run the other way; the % refers to the signal ratio; note: % is set by controls: 0 for no effect and ±100 for the full control effect
Target sequence (Q9NR56 whole entry, looked up): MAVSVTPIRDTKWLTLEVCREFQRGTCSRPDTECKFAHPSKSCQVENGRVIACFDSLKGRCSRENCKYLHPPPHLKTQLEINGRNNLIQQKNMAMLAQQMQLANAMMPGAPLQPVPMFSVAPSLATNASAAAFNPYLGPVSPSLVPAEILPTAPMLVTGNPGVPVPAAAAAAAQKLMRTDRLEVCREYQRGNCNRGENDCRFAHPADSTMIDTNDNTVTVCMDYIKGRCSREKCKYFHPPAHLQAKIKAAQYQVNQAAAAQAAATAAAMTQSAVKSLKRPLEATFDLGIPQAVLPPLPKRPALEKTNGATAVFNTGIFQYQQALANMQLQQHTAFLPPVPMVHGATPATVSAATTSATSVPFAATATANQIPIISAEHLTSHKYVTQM
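MBNL1-His + Biotin-(CUG)12, cpd titration 92 nM–58 uM; Tb anti-His Ab 0.055 ng/ul, SA-XL665 5 nM (final); 60 min RT; ratiometric 665/545 nm, Ex 340 nm; normalized to buffer and full-complex controls.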
CXXC DNA block: blocks binding of human MLL CXXC domain to DNA. Q03164. MLL-CXXC / FITC-HOXA9 DNA fluorescence polarization. Potency, µM (doses to about 115 µM), for the others: at the highest dose activity change, negative = inhibition, most hits filed as inhibitors. 0.037% of 290,000 active; active = well fitted inhibition curve with a large enough effect in the polarisation, with a control signal flat, not every such curve was filed as active; inconclusive = small, poorly fitted or top-dose-only effect, or effect the other way, or a change in a side signal; inactive = no such curve, though single readings can be large or run the other way; the % refers to the polarisation
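Purified MLL-CXXC (added from a 7 uM solution) was preincubated 5 min at ambient with pinned compounds in 50 mM Tris-HCl pH 7.5, 50 mM NaCl, 1 mM DTT, 0.05% BSA. Fluorescein-labeled HOX-A9 DNA (50 nM solution) followed, 30 min, then polarization read.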
NPC1 promoter act: activators of NPC1 promoter; Huh7 NPC1 promoter luciferase reporter, 24 h; Potency, µM (series often up to 9.22 µM), for the others: top-dose activation, usual class: activators; 2.4% of 320,000 active; AID 485313;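 note: % of control where 0% means no effect; nearly all actives have a fitted effect of over 60% in size; reporter is driven by a mutant NPC1 promoter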
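Readout is luciferase luminescence, reflecting NPC1 promoter activation in stably transfected Huh7 cells after 24 h compound exposure at 37 °C in reduced-serum medium with 10% FBS.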
Active calls of the source: *; u = inconclusive; x = not tested or not shown; & = joins results of further samples; [ ] = another dose, or the depositor's remark. Unless noted, calls come from the whole dose curve; as a rule, active = well fitted curve in the direction sought with a large enough effect; inconclusive = small, poorly fitted or top-dose-only effect, or another doubt; inactive = no such curve, though single readings can be large; an effect the other way counts as inactive or inconclusive. Potency is the fitted concentration of half-maximal effect.

SMILES | Rab9 prom act | uPA surface inh | RORgamma inh | FLuc counter | VP16 counter | ELG1 genotox | p53 reactivator | BRCA1 expr up | MBNL1 CUG block | CXXC DNA block | NPC1 promoter act
COc1ccc(C(=O)Nc2ccc(S(=O)(=O)Nc3onc(C)c3C)cc2)cc1 | -6% | 1% | 8% | 21µM* | -11% | 3% | -6% | 1% | -2% | 9% | 0%
Cc1ccc(NC(=O)c2cc(C)no2)cc1 | 17% | -9% | -1% | u | -15% | u | 19% | u | -7% | 6% | 16%
CCOc1ccc(CN(C(=O)/C=C/c2ccco2)C2CCS(=O)(=O)C2)cc1 (stereo not given) | 0% | 2% | 16% | -2% | 6% | 1% | -10% | 1% | 9% | 2% | -3%
COc1ccc(S(=O)(=O)Nc2cc([N+](=O)[O-])ccc2OC)cc1 | -5% | -1% | 37% | 0% | -16% | 1% | -2% | -73% | x | 3% | -11%
CC(C)c1ccc(NC(=O)CN2C(=O)NC(Cc3c[nH]c4ccccc34)C2=O)cc1 (stereo not given) | -3% | u | x | -3% | x | 1% | u | -36% | x | x | -5%
CSCCC(=O)Nc1ccc(C(C)=O)cc1 | 28% | -5% | 14% | u | 1% | u | u | 13µM* | 7% | -6% | u
CC[N+](CC)(CC)CC(=O)Nc1c(C)cccc1C | -11%[46.1 µM] | 6% | -13%&28%&-2% | x | -2%&-5%&-17% | x | x | 9% | x | -6% | -5%[46.1 µM]
CC1=CC(C)C2COC(c3ccc[n+](C)c3)C1C2C (stereo not given) | 2% | -4% | 2% | 11% | 5% | -2% | -2% | -26% | x | 2% | 0%
O=C(COc1ccc([N+](=O)[O-])cc1)NC(C(=O)O)C(O)c1cccc([N+](=O)[O-])c1 (stereo not given) | -13% | 5% | -8% | 4% | 3% | 0% | 0% | -6% | u | -10% | -4%
COc1ccccc1CNC(=O)COC(=O)C1=COCCO1 | 3% | 2% | 1% | 4% | -2% | -1% | 6% | -5% | 11% | 16% | -7%
O=C(NCCCN1CCCC1)c1ccc2c(Cl)c3c(nc2c1)CCCC3 | -5% | -11% | 26% | 0% | -10% | -3% | 29% | -57% | u | -6% | 0%
Cc1c(C)n2c(SCC(=O)N3CCCC3)nnc2[nH]c1=O | -4% | 1% | x | -2% | x | -2% | -2% | -6% | x | x | -1%
O=C(Nc1ccccc1)Nc1ncc([N+](=O)[O-])s1 | u | 0% | u | 1.5µM* | u | u | -5% | -27% | u | 17% | u
CC(C)C(=O)Nc1ccc(NC(=O)c2ccco2)cn1 | u | -10% | -24% | u | -1% | u | u | u | 8% | 2% | u
CCN(CC)C(=O)CSc1nnc([C@H](CCSC)NC(=O)OC(C)(C)C)o1 | -10% | -3% | -9% | 3% | 11% | 2% | -16% | -8% | -6% | 8% | -1%
Cc1cccc(OCC(=O)N/N=C\C=C\c2ccc3c(c2)OCO3)c1C | -2% | 3% | u | 4% | -15% | -1% | 4% | -6% | -10% | 1% | -1%
NC(=S)Nc1cccc(Cl)c1 | -12% | -4% | -14% | 0% | 4% | 1% | -6% | -4% | 3% | 14% | -4%
CO/N=C\c1cc(C(=O)c2ccc(Cl)cc2Cl)cn1C | -3% | -15% | 29% | -3% | 5% | 4% | -6% | -3% | 9% | 12% | 0%
O=C(Nc1ccc(F)cc1F)Nc1sccc1-c1nc2ccccc2s1 | -12% | -5% | u | -19% | 1% | -6% | -2% | -10% | 7% | 1% | -6%
Cc1nnc(SCC(=O)NNC(=O)c2ccco2)n1-c1ccccc1 | -2% | 1% | -8% | -1% | -4% | 0% | -3% | -14% | -3% | -2% | 0%
COc1ccc(N(CC(=O)N/N=C/c2ccccc2OC)S(=O)(=O)c2ccccc2)cc1 | -1% | 5% | -3% | 1% | -12% | -2% | -6% | -10% | -16% | -9% | -4%
CC(C)N(Cc1ccccc1)C(=S)Nc1ccccc1F | -1% | 1% | -35% | -1% | 1% | 0% | -1% | -11% | x | -4% | -8%
N/C(=N\OC(=O)c1cccs1)C1(c2ccc(Cl)cc2Cl)CC1 | 2% | -4% | 15% | 5% | -9% | 2% | 0% | 25% | 3% | 0% | 1%
CCc1c(O)nc(SCc2ccc(F)cc2)[nH]c1=O | -1% | 0% | 4%[1.91 µM] | -2% | 0% | 0% | x | 2% | 0% | -5% | -4%
N#Cc1cc2c(nc1SCc1cccnc1)CCC2 | 7% | 2% | 8% | 1% | -2% | 14% | 14% | 25% | 9% | 1% | -1%

Single records, as listed above.
CCN(CC)C(=O)CSc1nnc([C@H](CCSC)NC(=O)OC(C)(C)C)o1 across the screens: Rab9 prom act: -10%; uPA surface inh: -3%; RORgamma inh: -9%; FLuc counter: 3%; VP16 counter: 11%; ELG1 genotox: 2%; p53 reactivator: -16%; BRCA1 expr up: -8%; MBNL1 CUG block: -6%; CXXC DNA block: 8%; NPC1 promoter act: -1%
N/C(=N\OC(=O)c1cccs1)C1(c2ccc(Cl)cc2Cl)CC1 across the screens: Rab9 prom act: 2%; uPA surface inh: -4%; RORgamma inh: 15%; FLuc counter: 5%; VP16 counter: -9%; ELG1 genotox: 2%; p53 reactivator: 0%; BRCA1 expr up: 25%; MBNL1 CUG block: 3%; CXXC DNA block: 0%; NPC1 promoter act: 1%
O=C(NCCCN1CCCC1)c1ccc2c(Cl)c3c(nc2c1)CCCC3 across the screens: Rab9 prom act: -5%; uPA surface inh: -11%; RORgamma inh: 26%; FLuc counter: 0%; VP16 counter: -10%; ELG1 genotox: -3%; p53 reactivator: 29%; BRCA1 expr up: -57%; MBNL1 CUG block: u; CXXC DNA block: -6%; NPC1 promoter act: 0%

Additional records follow.
SMILES | Rab9 prom act | uPA surface inh | RORgamma inh | FLuc counter | VP16 counter | ELG1 genotox | p53 reactivator | BRCA1 expr up | MBNL1 CUG block | CXXC DNA block | NPC1 promoter act
O=C1CC(c2ccccc2F)c2c(c3ccccc3[nH]c2=O)O1 (stereo not given) | -3% | 2% | -25% | -2% | -6% | 0% | -1% | -7% | -3% | -4% | -2%
CCOC(=O)CC1C(=O)NCCN1S(=O)(=O)c1ccc(Cl)cc1Cl (stereo not given) | 0% | -1% | 40% | -1% | -1% | -3% | 0% | 1% | -6% | 2% | 1%
Cc1ccc(NC2=C(NCCO)C(=O)c3ccccc3C2=O)cc1 | 16% | -3% | 14% | u | 14% | 2% | u | -69% | u | 2% | 12%
Cc1ccc(OC(=O)CCN2C(=O)c3ccccc3C2=O)cc1C | 16% | 3% | 7% | -2% | -10% | 1% | -2% | 5% | 17% | 4% | -4%
COC(=O)c1ccc(NC(=O)c2cccnc2)cc1 | 11% | u | 17%[1.91 µM] | 2% | -10% | 8% | x | 19% | 1% | 0% | -1%
O=C(Nc1cccnc1)c1cccc(S(=O)(=O)Nc2cccc(Cl)c2)c1 | 2% | -10% | x | -1% | x | -4% | -12% | -17% | x | x | -8%
CC(=O)N/C(=N\OCc1ccccc1Cl)c1nonc1NC(C)=O | 13% | -2% | 30% | 2% | -2% | 2% | -3% | 52% | x | 10% | 0%
Cc1ccc(NC(=O)CC2CS(=O)(=O)CC2CC(=O)Nc2ccc(C)c(C)c2)cc1C (stereo not given) | -2% | -2% | -26% | 5% | -19% | -2% | 3% | 4% | -4% | 21% | -5%
CC(=O)C1C(c2ccc(Cl)cc2)c2c(n[nH]c2C)CC1(C)O (stereo not given) | 4% | 14% | 8% | 4% | 5% | 3% | 2% | -18% | -2% | -8% | -2%
CCc1cccc2c(C(=O)C(NCCOC)c3ccccc3)c[nH]c12 (stereo not given) | 1% | -5% | 34% | 4% | -6% | -2% | -3% | 8% | -3% | -3% | 3%
Cc1ccc(N=C2S/C(=C\c3cn(CC(=O)O)c4ccccc34)C(=O)N2C)cc1 | 3% | 0% | 21% | 0% | -2% | -4% | -10% | -4% | 19%[11.5 µM] | -12% | 11%
COC(=O)c1nc(Cl)c(Cl)c(N)c1Cl | 5% | -6% | -3% | 2% | -3% | 3% | 0% | -10% | -6% | 4% | 1%
N#CCc1nn2c(-c3ccccc3)ccnc2c1C#N | -4% | 5% | 4% | -3% | -9% | -15% | 5% | -48% | u | u | -4%
CC1(C)Cc2c(C#N)c(N3CCOCC3)nc(Cc3ccccc3)c2CO1 | 1% | 4% | -1% | -1% | 8% | -13% | 8% | -12% | 22% | -5% | -1%

Screening data deposited in PubChem BioAssay by National Center for Advancing Translational Sciences (NCATS).

Only part of the results is shown. The share of hits here may be higher or lower than overall.
